CRE Fsk mod: Cell signaling CRE-BLA (Fsk stim). actives 2.5% (n = 71,000). Potency, µM (highest dose often 38.2 µM), inactives show top-dose activity change, negative = inhibition, hits mostly activators. CHO CRE-bla reporter (cAMP response element driving beta-lactamase), forskolin EC10, beta-lactamase ratio; active means well fitted activation curve with a large enough effect in the signal ratio, with a control signal flat, not every such curve was filed as active; inconclusive means small, poorly fitted or top-dose-only effect, or effect the other way, or a change in a side signal; the % refers to the signal ratio; further: potency means the concentration at half of the fitted maximal effect; % of control where 0% means no effect
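AC50 values, positive or negative, reflect shifts in EC10 NKH 477-induced CRE-bla reporter activity in CHO cells. Incubation lasted 3 h at 37 °C before CCF4 substrate (2 h, room temperature) and ratiometric 460/530 nm reading.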
15-hLO inh: qHTS Assay for Inhibitors of 15-hLO (15-human lipoxygenase). purified 15hLO-1, xylenol orange hydroperoxide absorbance. Potency, µM (top dose mostly 57.1 µM), without a hit: at the highest dose activity change, negative = inhibition, most hits filed as inhibitors. actives 1.4% (n = 74,000). Polyunsaturated fatty acid lipoxygenase ALOX15 (Homo sapiens), P16050; further: potency means the concentration at half of the fitted maximal effect; on the % scale 0 is the no-effect control and ±100 the full control effect; nearly all actives have a fitted effect of over 55% in size
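Purified human 15hLO-1 (40 nM final) in 25 mM Hepes pH 7.5, 0.01% Triton X-100 was preincubated with compound 15 min at room temperature, then reacted 6 min with 50 uM arachidonic acid; hydroperoxide detected by Fe-XO, 573/405 nm absorbance ratio.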
Epigenetic mod: qHTS Assay for Epigenetic Modulators | mouse C127i GFP locus derepression, cytometry, 30 h | Potency, µM (doses to about 46.1 µM), for inactives: top-dose GFP derepression (activation) | actives 0.09% (n = 68,000) | AID 597, 2007; further: % of control where 0% means no effect
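Locus derepression in mouse mammary C127i cells whose integrated CMV-GFP reporter is normally silent; GFP expression after 30 h compound treatment was quantified by counting fluorescent cells.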
Hsp90 Hop PPI: qHTS Assay for Disrupters of an Hsp90 Co-Chaperone Interaction; Hsp90 C-terminal peptide / TPR2A (Hop) interaction, human; AlphaScreen TPR2A-His6 binding biotin-Hsp90 C-terminal peptide; Potency, µM (series often up to 57 µM), for the others: at the top dose activity change, negative = inhibition; actives 0.44% (n = 71,000); active means well fitted curve in either direction with a large enough effect; inconclusive means small, poorly fitted or top-dose-only effect, or another doubt; further: potency means the concentration at half of the fitted maximal effect; on the % scale 0 is the no-effect control and ±100 the full control effect; many of its hits are not listed in these tables
Tau fil binding: qHTS Assay for Tau Filament Binding; Microtubule-associated protein tau (Homo sapiens), P10636; recombinant tau filaments, thioflavin S fluorescence, 15 h; filaments grown with octadecylsulfate alongside compound; Potency, µM (doses to about 57.1 µM), for inactives: top-dose activity change, negative = inhibition; actives 2% (n = 71,000); AID 596, 2007;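 further: potency means the concentration at half of the fitted maximal effect; on the % scale 0 is the no-effect control and ±100 the full control effect; actives lower thioflavin S fluorescence by blocking filaments or displacing dye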
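Recombinant tau protein (human, 1 uM final) plus 30 uM ODS in HEPES pH 7.4 with NaCl, DTT and thioflavine S. Compound present from the start; fluorescence at 510 nm after 15 h, 37 C.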
HADH2 inh: qHTS Assay for Inhibitors of HADH2 (Hydroxyacyl-Coenzyme A Dehydrogenase, Type II). Potency, µM (doses to about 57.1 µM), without a hit: top-dose activity change, negative = inhibition, usual class: inhibitors. AID 886, 2007. 3-hydroxyacyl-CoA dehydrogenase type-2 (Homo sapiens), Q99714. recombinant HADH2, NADH fluorescence, beta-hydroxybutyryl-CoA. actives 3.4% (n = 73,000); further: potency means the concentration at half of the fitted maximal effect; on the % scale 0 is the no-effect control and ±100 the full control effect; nearly all actives have a fitted effect of over 60% in size; many of its hits are not listed in these tables
Target sequence (Q99714 whole entry, looked up, one chain of several): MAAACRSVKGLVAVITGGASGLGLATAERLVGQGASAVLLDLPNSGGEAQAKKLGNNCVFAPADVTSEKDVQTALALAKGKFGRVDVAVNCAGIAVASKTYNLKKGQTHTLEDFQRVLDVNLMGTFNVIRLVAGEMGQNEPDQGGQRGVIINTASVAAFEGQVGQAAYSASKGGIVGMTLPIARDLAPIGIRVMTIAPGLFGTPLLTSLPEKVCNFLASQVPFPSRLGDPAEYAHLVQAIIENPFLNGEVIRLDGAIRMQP
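Activity measured as NADH fluorescence gain (360/450 nm), taken as the change between first and last reads of a 4-min kinetic run. Conditions: pH 9.0 Tris buffer, 20 nM E. coli-expressed His-tagged enzyme, 1 mM NAD+, 90 uM beta-hydroxybutyryl-CoA; 15-min compound preincubation.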
FLuc inh: qHTS Assay for Inhibitors of Firefly Luciferase | Luciferin 4-monooxygenase (Photinus pyralis), P08659 | purified firefly luciferase, luminescence, 8 min | Potency, µM (highest dose often 57.1 µM), without a hit: top-dose activity change, negative = inhibition, hits mostly inhibitors | actives 2.2% (n = 72,000); further: potency means the concentration at half of the fitted maximal effect; on the % scale 0 is the no-effect control and ±100 the full control effect; nearly all actives have a fitted effect of over 40% in size
Target sequence (P08659 whole entry, looked up): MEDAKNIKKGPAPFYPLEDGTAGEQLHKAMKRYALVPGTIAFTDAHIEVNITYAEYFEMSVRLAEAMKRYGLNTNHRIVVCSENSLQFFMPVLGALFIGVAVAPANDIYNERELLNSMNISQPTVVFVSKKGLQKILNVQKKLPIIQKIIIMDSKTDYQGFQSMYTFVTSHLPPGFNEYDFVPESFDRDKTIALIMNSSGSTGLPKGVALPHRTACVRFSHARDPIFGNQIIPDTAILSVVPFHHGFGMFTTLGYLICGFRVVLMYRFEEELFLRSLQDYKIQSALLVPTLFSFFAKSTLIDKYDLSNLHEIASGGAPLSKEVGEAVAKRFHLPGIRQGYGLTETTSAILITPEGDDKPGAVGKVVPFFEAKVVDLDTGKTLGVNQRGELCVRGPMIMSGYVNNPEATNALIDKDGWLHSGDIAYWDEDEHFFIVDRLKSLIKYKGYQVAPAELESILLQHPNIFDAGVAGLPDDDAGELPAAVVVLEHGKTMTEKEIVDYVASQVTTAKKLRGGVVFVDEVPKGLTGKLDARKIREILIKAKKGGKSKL
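Firefly luciferase (PKLight detection mix) with 10 uM ATP in pH 7.2 imidazole buffer (KCl, MgCl2, Tween 20, BSA). Compounds tested across a concentration series (qHTS). Luminescence read after 8 min at ambient temperature.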
UbGFP stabilizer: Ubiquitin-GFP Assay | Ubiquitin-GFP reporter cells, proteasome inhibition, GFP fluorescence; response scale: untreated = 0%, 10 µM MG-132 = 100% | Potency, µM (highest dose often 45.9 µM), for inactives: top-dose activation (GFP accumulation), actives largely listed as activators | 67,000 tested, under 10 active; active means well fitted activation curve with a large enough effect, not every such curve was filed as active; inconclusive means small, poorly fitted or top-dose-only effect, or another doubt; inactive means no such curve, though single readings can be large or run the other way; further: potency means the concentration at half of the fitted maximal effect
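U2OS cells stably expressing ubiquitin(G76V)-GFP, seeded overnight in 0.5% FBS medium, were exposed to compounds (qHTS, 46 uM to 2.9 nM) for 4 hr at 37 °C. GFP-positive cells were counted by laser cytometry (488 ex/515 em), normalized between basal and 10 uM MG-132.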
ERK AVP block: qHTS Assay for Inhibitors of the ERK Signaling Pathway using a Homogeneous Screening Assay | HEK293-V1b, vasopressin-stimulated pERK AlphaScreen | Potency, µM (series often up to 57.5 µM), inactives show at the top dose activity, negative = inhibition, hits mostly inhibitors | actives 0.99% (n = 72,000) | AID 995, 2007; further: potency means the concentration at half of the fitted maximal effect; on the % scale 0 is the no-effect control and ±100 the full control effect; nearly all actives have a fitted effect of over 55% in size
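qHTS, compounds titrated on V1b-expressing HEK293 cells. Preincubation 30 min at 37C, vasopressin 25 nM for 5 min, lysis 10 min, bead incubation 5 hr at room temperature.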
DNA Pol III inh: qHTS Assay for Inhibitors of DNA Polymerase III Holoenzyme System; reconstituted DNA polymerase III holoenzyme replication, biochemical; Potency, µM (top dose mostly 57.1 µM), without a hit: at the top dose activity change, negative = inhibition; actives 0.25% (n = 71,000); AID 603, 2007; further: potency means the concentration at half of the fitted maximal effect; on the % scale 0 is the no-effect control and ±100 the full control effect
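Reconstituted *E. coli* holoenzyme (0.35 nM Pol III, 1 nM beta, 154 nM SSB, 2 nM primase) was preincubated with compound for 15 min at RT. Synthesis on 1.4 nM ssM13Gori ran 35 min, then was stopped with PicoGreen/EDTA and read as dsDNA fluorescence.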
HBB splicing: qHTS Assay for Modulators of Hemoglobin Beta Chain Splicing | HBB splicing reporter cell assay, activation; EGFP reporter with mutant IVS2-654 intron; response scale: normalised to 500 nM splice-correcting PNA | Potency, µM (series often up to 46.1 µM), without a hit: at the highest dose activation, most hits filed as activators | actives 0.06% (n = 65,000) | AID 925, 2007; further: potency means the concentration at half of the fitted maximal effect; 0% is about no effect
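Compounds were applied for 2 days to HeLa EGFP-654 cells, 500/well in Optimem with 2% FCS. The reporter's EGFP is disrupted by mis-splicing of beta-globin intron IVS2-654. Readout: summed well GFP fluorescence from 488 nm laser scanning; reference was 500 nM antisense […] 654 PNA.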
The depositor's hits bear a star; ? = inconclusive; · = no result given; [ ] = remark or other dose. Unless noted, the call rests on the fitted dose curve; in most records, active means well fitted curve in the direction sought with a large enough effect; inconclusive means small, poorly fitted or top-dose-only effect, or another doubt; inactive means no such curve, though single readings can be large; an effect the other way counts as inactive or inconclusive. A portion of the library (hit frequency here may not be typical).

SMILES | CRE Fsk mod | 15-hLO inh | Epigenetic mod | Hsp90 Hop PPI | Tau fil binding | HADH2 inh | FLuc inh | UbGFP stabilizer | ERK AVP block | DNA Pol III inh | HBB splicing
O=C1c2ccccc2N2C(=O)c3ccccc3C2N1Cc1ccco1 (centres undefined) | ? | -6% | -2% | -3% | 16% | ? | -5% | 16% | ? | -6% | -3.2%
COc1ccc(C(=O)COC(=O)CN2C(=O)NC(C)(C)C2=O)cc1OC | 19% | 9% | -1% | -1% | -11% | -12% | -5% | -4% | -17% | 0% | -0.6%
COC(=O)CSc1nc(NC(C)C)nc(N2CCOCC2)n1 | 29% | 0% | 3% | -5% | 1% | -3% | 1% | 8% | -17% | -2% | 0.4%
O=c1c(-c2ccc(F)cc2)nc2cnc(Nc3ccccc3)nc2n1Cc1cccs1 | ? | -12% | 3%[9.22 µM] | -5% | 78% | 10% | -1%[11.4 µM] | 5% | 10% | -5% | 10%
COC(=O)Nc1c(C(=O)OC)cc(OC)c(OC)c1OC | 2% | 5% | 9% | -1% | 2% | -13% | 1% | 8% | 6% | 1% | -1.6%[9.22 µM]
CCn1nccc1C(=O)Nc1cc(Cl)ccc1Cl | 10% | 17% | 0% | 1% | 7% | 6% | 0% | -9% | 1% | 6% | 0.3%
Cc1ccc(S(=O)(=O)CCC(=O)OCC(=O)Nc2cc(C)on2)cc1 | -7% | 3% | 13% | 1% | 7% | -2% | 0% | 1% | 5% | 2% | 2.6%[57.5 µM]
Cn1c(SCC(=O)N2CCCCC2)nnc1-c1ccc(S(=O)(=O)N2CCOCC2)cc1 | -6% | 0% | 0% | 0% | 3% | -9% | 2% | 4% | 1% | 5% | -0.3%[57.5 µM]
O=C(CSc1nc(-c2ccccc2)cc(=O)[nH]1)N1CCOCC1 | -8% | 4% | 2% | -5% | ? | -2% | -2% | -2% | -2% | -7% | -0.3%
COc1ccc(NC(=O)N2CC[C@@]3(CCCN(C(=O)c4cccn4C)C3)C2)cc1 | 3% | -2% | -2%[9.22 µM] | -8% | 9% | 6% | 1%[11.4 µM] | -5% | 8% | -4% | -1.7%
CNc1nc(OC)nc(N2CCOCC2)n1 | ? | 11% | 0% | -5% | 0% | 3% | 0% | -7% | ? | 0% | -0.3%
CCCCN(CC)S(=O)(=O)c1cccc2cccnc12 | -3% | -7% | · | 16% | -3% | 2% | -1% | 4% | · | -3% | -1.7%
O=C(c1cc(C2CC2)on1)N1CCN(C(c2ccccc2)c2ccccc2)CC1 | -9% | -2% | -2% | 4% | 1% | -1% | 2% | -1% | 1% | 1% | 1.4%
Cc1cccc(-n2c(N)cc(=O)[nH]c2=S)c1C | -1% | 5% | 0% | -5% | 8% | 8% | 1% | 0% | -7% | 7% | -0.3%
CCCCC[C@H](O)CCCC(=O)O | ? | -6% | 1% | -8% | -5% | 0% | 3% | 8% | 22% | -7% | 3.7%
CC(=O)c1cc(-c2ccccc2)n(CC(=O)N2CCC(N3CCCCC3)CC2)c1C | 11% | 9% | -2% | -6% | 22% | -1% | 0% | 9% | 10% | -8% | -0.4%
CC(C)Oc1ccc(NC(N)=O)cc1 | 20% | -9% | 0% | -7% | 11% | 3% | -1% | 4% | -4% | -3% | -1.7%
CC1(C)NC(=O)N(CC(O)CN2CCCCC2)C1=O (centres undefined) | -12% | 3% | -1% | -5% | -3% | 10% | 2% | -9% | 18% | 0% | 0.3%
O=C(CSc1nc(-c2ccco2)cc(C(F)(F)F)n1)NCCCn1ccnc1 | 10% | 8% | -2% | ? | -24% | -4% | -6% | -9% | -2% | 2% | -1.0%
COc1ccc(-c2noc(CSc3nc(N)c(-c4ccccc4)c(=O)[nH]3)n2)cc1OC | ? | -7% | 0% | -5% | 268% | 27% | 5% | -3% | ? | 4% | -1.3%
O=S1(=O)N=C(Nc2ccc(O)c(CN3CCCCC3)c2)c2ccccc21 | 0% | 3% | -2% | -5% | 6% | -21% | 2% | -5% | -12% | -1% | 0.9%
CCC[C@@H]1C[C@@]1(CCC)C(NS(=O)(=O)c1cccc2cccnc12)c1ccc(Cl)cc1 (some centres undefined) | ? | · | · | -8% | -15% | -4% | · | · | 28% | -6% | 1.9%
Cc1noc(C(=O)Nc2ccc3c(c2)OCO3)c1Cl | -8% | -4% | 3% | -9% | 10µM* | -14% | 13µM* | -7% | -13% | -6% | -0.9%
Nn1c(SC/C=C/c2ccccc2)nnc1-c1cccnc1 | -10% | 1% | 6% | -6% | 16% | 4% | 5% | 3% | -12% | -9% | -1.6%
Cc1sc2ncn3c(C)nnc3c2c1C | ? | 6% | 1% | -2% | -10% | -5% | -37% | 0% | -26% | 0% | -1.3%
COc1ccccc1NC(=O)CN1C(=O)CCS(=O)(=O)c2ccccc21 | ? | -1% | -2% | 1% | -13% | ? | 3% | -7% | -9% | -2% | -3.6%
Cc1ccc(-c2cc(C(F)F)nc(NCc3cccnc3)n2)cc1 | ? | -17% | 1% | 6% | 33% | 1% | -1% | 0% | -5% | -5% | 5.2%
O=C(Nc1ccc2c(c1)OCO2)c1cc(C2CC2)on1 | -5% | -15% | -3% | 0% | -20% | -19% | 7.9µM* | 6% | 1% | -12% | 0.3%
O=C(C1CCCO1)N1CCC(O)(c2ccccc2)CC1 (centres undefined) | 1% | 3% | 2% | 0% | 4% | -12% | 3% | 2% | -11% | 3% | ·
C[C@H](CN(C)C)C(O)(c1ccccc1)c1ccccc1 | -10%[7.6 µM] | 3%[11.4 µM] | 0%[9.22 µM] | -4%[11 µM] | 3%[11.4 µM] | 30%[activator][11.4 µM] | 1%[11.4 µM] | -2%[9.17 µM] | -2%[11.5 µM] | -6%[11.4 µM] | 1.5%[9.22 µM]
COc1ccc(C2N3CC4(C)CN2CC(C)(C3)C4=O)cc1OC (centres undefined) | 10% | 8% | 0% | -1% | 14% | 8% | -6% | 0% | 7% | -5% | -0.1%
O=S(=O)(/N=C/N1CCOCC1)c1ccc(Cl)cc1 | 15% | 5% | 6% | 0% | 9% | 1% | 4% | -5% | 9% | -5% | 5.4%[0.369 µM]
COC(=O)c1cccc(NC(=O)c2nn(C)c(=O)c3ccccc23)c1 | ? | 2% | -2% | 1% | 9% | 17% | -1% | 4% | -4% | -1% | -0.2%[57.5 µM]
CCc1ccc(NC(=O)c2cccnc2)cc1 | 2% | 6% | -1% | -2% | -2% | 6% | -18% | 0% | -9% | 1% | 4.4%
CC1=CC(=O)C2=C(C)CC[C@@H]3[C@H](OC(=O)[C@H]3C)[C@H]12 | ? | · | 2%[9.22 µM] | 3% | ? | 10% | 3%[11.4 µM] | 3% | · | -3% | ·
Nc1cc(Cl)ccc1Oc1ccccc1 | ? | 2% | 1% | 2% | 10% | 2% | 2% | 17% | 15% | -4% | -3.9%
COc1ccc(Cl)cc1NC(=O)Cn1cccc1 | 6% | -2% | 2% | -3% | -6% | 0% | 1% | -3% | -23% | 0% | -0.5%
COC(=O)C1=C(N)Oc2cc(C)n(Cc3ccncc3)c(=O)c2C1c1cccnc1 (centres undefined) | ? | 7% | -2% | -4% | 6% | 3% | 4% | -13% | -2% | -2% | 0.5%[1.84 µM]
